From PubChem
CCHFV vOTU inh: CCHFV vOTU protease inhibition | inhibition, % at 11.5 µM | Pep-AMC fluorescence | 370,000 compounds, 0.55% hits | AID 651958; in the data active = inhibition above about 30%; note: 0% = vehicle wells with enzyme and 100% = no enzyme wells
PrPC TRFRET: reduces human prion protein on the cell surface. cell surface PrPC, TR-FRET read-out. inhibition, % at 13.8 µM. 370,000 compounds, 0.43% hits. P04156; in the data active = inhibition above about 24%; note: 0% = median of the test wells and 100% = reference compound wells
DUSP3 inh: DUSP3 (human) phosphatase inhibition. AID 1654. 290,000 compounds, 0.52% hits. P51452. inhibition, % at 13.3 µM. recombinant VHR phosphatase, pNPP absorbance; in the data active = inhibition above about 50%; note: some compounds called inactive have numbers as strong as hits
Target sequence (P51452 whole entry, looked up): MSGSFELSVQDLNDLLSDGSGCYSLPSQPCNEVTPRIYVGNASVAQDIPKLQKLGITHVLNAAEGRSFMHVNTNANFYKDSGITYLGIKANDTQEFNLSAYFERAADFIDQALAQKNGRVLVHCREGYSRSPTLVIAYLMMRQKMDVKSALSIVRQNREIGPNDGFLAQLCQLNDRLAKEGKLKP
Numbers without * were called inactive; / = no result given.

Molecule,CCHFV vOTU inh,PrPC TRFRET,DUSP3 inh
COC(=O)[C@]12C[C@H](CC(=O)NCc3ccc(C)o3)C(=O)N(Cc3ccco3)C1=C[C@H](C1CCCC1)O[C@@H]2C,14,7,/
O=C(NC1CCCCN(Cc2cccc(Cl)c2)C1=O)c1ccc(Cl)cc1Cl (stereo unspecified),14,1,/
CCOC(=O)[C@@]12CCC3=C1N(CCC3)C(=O)[C@H](CC(=O)N1CCN(C(=O)c3ccco3)CC1)C2,-7,3,/
CN1C(=O)c2cc(NC(=O)Nc3ccccc3)ccc2OC[C@H]2O[C@@H](CC(=O)N[C@H]3CCN(Cc4ccccc4)C3)CC[C@@H]21,-2,0,/
O=[N+]([O-])c1cccc(OCCCN2CCC(C(O)(c3ccccc3)c3ccccc3)CC2)c1,-2,-16,/
CCN(CC)C(=O)CC[C@H]1CC[C@]2(CCCN(Cc3ccc(Cl)cc3)C2)O1,19,4,/
CN(CCOC(=O)CCCc1ccccc1)C1CN(Cc2cn(Cc3ccccc3F)nn2)S(=O)(=O)C1 (stereo unspecified),2,-4,/
O=C1CCc2cc(S(=O)(=O)N3CCN(Cc4cccc5c4OCO5)CC3)ccc2N1,4,-7,/
CC(C)(C)c1ccc(-c2nnc3n2N=C(c2ccc4ccccc4c2)CS3)cc1,11,-6,/
COC(=O)[C@]12CCCCC=C1N(Cc1ccc(OC)cc1)C(=O)[C@@H]2CC(=O)NCCCN1CCCC1=O,-1,-2,/
COC(=O)[C@]12C[C@H](CC(=O)NCc3cccc4ccccc34)C(=O)N(CCC3=CCCCC3)C1=C[C@H](C1CCCC1)O[C@@H]2C,11,-5,/
O=C(OCc1cn(Cc2cc(F)ccc2F)nn1)N1CCOCC1,-1,-7,/
CC(=O)Nc1nc2ncccn2c1-c1ccc(C(F)(F)F)cc1,-36,-7,/
O=C(CSc1nnc(-c2ccccn2)n1-c1ccccc1)Nc1cccc2ccccc12,2,-1,/
CC(C)=CCC[C@@]1(C(=O)O)[C@H]2CC=C(CO)[C@@H]1CC/C(C)=C/CC/C(C)=C/C2,7,24*,/
COC1=C[C@H](C(=O)NCc2ccccn2)[C@H](C)[C@@H](c2ccccc2)CC1=O,-2,-4,/
CCCCNC(=O)C[C@H]1C[C@@]2(C(=O)OC)C(=C[C@H](C(C)C)O[C@@H]2C2CC2)N(Cc2ccc(Cl)cc2Cl)C1=O,-1,-4,/
Cc1nn(-c2ccccc2)c2sc(C(=O)NC3CCCCCCC3)cc12,11,-8,/
COC(=O)C1CN(Cc2ccc(C)cc2)CCS(=O)(=O)N1Cc1cn(Cc2ccc(OC)cc2)nn1 (stereo unspecified),5,12,/
COC[C@@H]1CCCN1c1cccc2c1S(=O)(=O)N(C1CC1)CC[C@@H](C)O2,0,-2,/
O=C1[C@@H](C2CC2)[C@@H]2c3ccccc3C=NN2[C@@H]2c3ccccc3C=NN12,8,-12,/
C=CCN1C(=O)[C@@H](CC(=O)NCCCOC)[C@]2(C(=O)OC)CCCCC=C12,-4,11,/
O=C(c1cc(Cl)cc(Cl)c1)N1CCC(Oc2cccnc2)CC1,-7,6,/
CN(C)[C@@H]1CCN(c2ccc3c(c2)O[C@@H]2CCN(C2)S3(=O)=O)C1,-7,-4,/
O=S1(=O)c2ccc(N3CCSCC3)cc2Oc2ccccc2CN1Cc1cn(Cc2ccc(C(F)(F)F)cc2)nn1,22,2,/

Next section.
Molecule,CCHFV vOTU inh,PrPC TRFRET,DUSP3 inh
O=S1(=O)c2ccc(N3CCSCC3)cc2Oc2ccccc2CN1Cc1cn(Cc2ccc(F)cc2)nn1,5,10,/
O=C(NC1=N[C@@]2(C=C3CCCCC3n3c(=O)n(-c4ccccc4)c(=O)n32)CN1Cc1ccccc1)c1ccccc1 (stereo partly specified),3,4,/
CC(C)C[C@H]1COc2cccc(F)c2S(=O)(=O)N1Cc1cn(CCC2OCCCO2)nn1,-1,-1,/
Nc1[nH]c2cc(Cl)ccc2c1C(=O)NCCc1ccc(Cl)cc1,4,3,/
O=C(CSc1nnc(-c2ccccn2)n1-c1ccccc1)Nc1ccc2c(c1)OCCO2,-6,-4,/
COC(=O)[C@]12C[C@H](CC(=O)NCc3cccc(C(F)(F)F)c3)C(=O)N(CCc3ccc(OC)c(OC)c3)C1=C[C@H](COCc1ccccc1)O[C@@H]2C,9,-4,/
CCOC(=O)N1CCN(C(=O)C[C@H]2C[C@@]3(C(=O)OC)C(=C[C@H](C4CCCC4)O[C@@H]3C)N(Cc3cccc4ccccc34)C2=O)CC1,22,10,/
COc1cccc([C@@H]2NC(=O)C/C=C/[C@H](C)[C@H](c3cccc(OC)c3)NC(=O)C/C=C/[C@@H]2C)c1,1,-1,/
CCn1c(SCC(=O)NN=Cc2cccc(OCc3ccccc3)c2)nnc1-c1ccc(OC)c(OC)c1,5,8,/
O=C(c1ccccc1)N1CC[C@H]2[C@H](CCCN2Cc2cc(F)cc(F)c2)C1,1,3,/
CCCCN(C)C(=O)CN1C(=O)C2CCCCN2C(=O)c2ccccc21 (stereo unspecified),-8,-3,/
CCCCNS(=O)(=O)CC1NCc2ccc(C)cc21 (stereo unspecified),3,-12,/
Cc1ccc(CSc2nnc(-c3n[nH]c4c3CCC4)n2N)cc1,-4,5,/
Cc1cccc(Cn2cc(COC(=O)N3CCCC3)nn2)c1,-5,-1,/
CCCCCCNC(=O)C1CSCCS(=O)(=O)N1Cc1ccc(C)cc1 (stereo unspecified),6,5,/
N#Cc1ccc(CSc2nc3sc4c(c3c(=O)n2-c2ccc(Br)cc2)CCCC4)cc1,3,-6,/
C=CC[C@@]1(c2ccccc2)Oc2ccccc2-c2nc3ccccc3nc21,-10,-1,/
COC(=O)[C@]12C[C@H](CC(=O)N3CCOCC3)C(=O)N(Cc3ccco3)C1=C[C@H](COCc1ccccc1)O[C@@H]2C,-7,6,/
Cc1cn(-c2cc(NC(=O)c3ccc(C)c(Nc4nccc(-c5cccnc5)n4)c3)cc(C(F)(F)F)c2)cn1,-9,0,/
O=C(CSc1nc2ccccc2[nH]1)NN=Cc1c(F)cccc1Cl,-7,4,/
C/C=C/c1ccc([C@@H]2[C@H](CO)N(S(C)(=O)=O)[C@H]2CN(C)C(=O)CC)cc1,-4,-7,/
Cc1ccccc1CN1CCCCC(NC(=O)c2ccc(Br)cc2)C1=O (stereo unspecified),9,12,/
CN1C(=O)C[C@@](C#N)(C(=O)NCc2ccc3c(c2)OCO3)[C@H]1c1ccccc1,8,5,/
CCCCN1CCN(C2=NC(=O)N(c3ccc(Br)cc3)C(=O)C2)CC1,-4,0,/
COc1ccc(N2CCN(CCCNC(=O)CCOC(C)(C)C)CC2)cc1,-6,-1,/

Entries of single compounds as entered above.
CN(CCOC(=O)CCCc1ccccc1)C1CN(Cc2cn(Cc3ccccc3F)nn2)S(=O)(=O)C1 (stereo unspecified) is listed with CCHFV vOTU inh = 2; PrPC TRFRET = -4; DUSP3 inh = /
CC(C)(C)c1ccc(-c2nnc3n2N=C(c2ccc4ccccc4c2)CS3)cc1 is listed with CCHFV vOTU inh = 11; PrPC TRFRET = -6; DUSP3 inh = /

Back to the main list with the four entries that preceded the break.
Molecule,CCHFV vOTU inh,PrPC TRFRET,DUSP3 inh
Cc1ccccc1CN1CCCCC(NC(=O)c2ccc(Br)cc2)C1=O (stereo unspecified),9,12,/
CN1C(=O)C[C@@](C#N)(C(=O)NCc2ccc3c(c2)OCO3)[C@H]1c1ccccc1,8,5,/
CCCCN1CCN(C2=NC(=O)N(c3ccc(Br)cc3)C(=O)C2)CC1,-4,0,/
COc1ccc(N2CCN(CCCNC(=O)CCOC(C)(C)C)CC2)cc1,-6,-1,/
Cc1ccc(-n2c(SCC(=O)c3ccc(-c4ccccc4)cc3)nnc2-c2ccc(C(C)(C)C)cc2)cc1,6,-4,/
Cc1c[nH]c2cccc(-c3c(Cl)cccc3Cl)c12,12,-9,/
COC(=O)C1CN(CCc2ccccc2)CCS(=O)(=O)N1Cc1ccccc1 (stereo unspecified),-5,3,/
Cc1ccc(-n2c(SCC(=O)Nc3ccccc3-c3ccccc3)nnc2-c2ccccc2)cc1,5,-1,/
CC(C)C[C@H]1COc2cccc(F)c2S(=O)(=O)N1Cc1cn(Cc2ccc(F)cc2)nn1,-3,5,/
O=S1(=O)c2c(cccc2N2CC[C@@H](O)C2)OCCCN1C1CC1,0,-7,/
NS(=O)(=O)c1ccc(NC(=O)CSc2nc3ccccc3c(=O)n2-c2ccc(Br)cc2)cc1,-2,34*,/
CN1CCCN(C(=O)CN2C(=O)CC(C)(C)S(=O)(=O)c3ccccc32)CC1,-4,-1,/
CC(COc1ccc(Cl)cc1)CN1CCC(C(O)(c2ccccc2)c2ccccc2)CC1 (stereo unspecified),0,-8,/
N#Cc1ccc(C23CC4(C2)[C@H](CN(CC2CCCCC2)[C@@H]4c2ccccc2)C3c2ccc(C(F)(F)F)cc2)cc1 (stereo partly specified),6,6,7

Three structures out of the list, arranged by number of heavy atoms, low to high:
Molecule,CCHFV vOTU inh,PrPC TRFRET,DUSP3 inh
Cc1c[nH]c2cccc(-c3c(Cl)cccc3Cl)c12,12,-9,/
NS(=O)(=O)c1ccc(NC(=O)CSc2nc3ccccc3c(=O)n2-c2ccc(Br)cc2)cc1,-2,34*,/
Cc1ccc(-n2c(SCC(=O)Nc3ccccc3-c3ccccc3)nnc2-c2ccccc2)cc1,5,-1,/

Exported with two lines to a compound: entries from further up.
Each structure is followed by: CCHFV vOTU inh, PrPC TRFRET, DUSP3 inh
Cc1c[nH]c2cccc(-c3c(Cl)cccc3Cl)c12
    12, -9, /
COC(=O)C1CN(CCc2ccccc2)CCS(=O)(=O)N1Cc1ccccc1 (stereo unspecified)
    -5, 3, /
Cc1ccc(-n2c(SCC(=O)Nc3ccccc3-c3ccccc3)nnc2-c2ccccc2)cc1
    5, -1, /
CC(C)C[C@H]1COc2cccc(F)c2S(=O)(=O)N1Cc1cn(Cc2ccc(F)cc2)nn1
    -3, 5, /

This is a subset; count on the stated rates, not on these rows.
